SIAE inh: human SIAE inhibition, primary screen; SIAE FP-Rh probe binding, fluorescence polarization; inhibition, % at 9.66 µM; 370,000 compounds, 0.69% hits; AID 1053197;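 active = inhibition above a cutoff: mean of compounds within the control limits plus 3 SD of those, cut at about 17% in these data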;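 note: 0% = plate median of compound wells and 100% = probe without SIAE protein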
Target sequence (Q9HAT2 whole entry, looked up): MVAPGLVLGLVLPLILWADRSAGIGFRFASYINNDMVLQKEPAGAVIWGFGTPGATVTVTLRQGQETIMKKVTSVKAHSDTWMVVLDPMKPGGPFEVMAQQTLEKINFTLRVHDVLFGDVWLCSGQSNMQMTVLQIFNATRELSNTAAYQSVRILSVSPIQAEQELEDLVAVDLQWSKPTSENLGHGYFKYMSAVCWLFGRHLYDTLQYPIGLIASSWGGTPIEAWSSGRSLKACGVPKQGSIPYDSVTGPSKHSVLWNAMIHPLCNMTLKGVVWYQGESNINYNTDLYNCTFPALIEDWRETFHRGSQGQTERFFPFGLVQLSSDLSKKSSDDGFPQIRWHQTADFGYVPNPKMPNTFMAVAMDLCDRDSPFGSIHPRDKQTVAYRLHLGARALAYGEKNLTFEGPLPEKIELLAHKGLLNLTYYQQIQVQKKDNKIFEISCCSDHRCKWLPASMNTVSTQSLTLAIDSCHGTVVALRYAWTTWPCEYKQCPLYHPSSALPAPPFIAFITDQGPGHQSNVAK
TDP2 inh: blocks human TDP2 phosphodiesterase activity; O95551; recombinant TDP2, T5PNP hydrolysis, p-nitrophenol absorbance 415 nm; inhibition, % at 12.8 µM; 370,000 compounds, 0.34% hits;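 active = inhibition above the mean of all tested compounds plus 3 SD, set per campaign, cut at about 25% in these data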;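 note: 0% = DMSO with enzyme and 100% = buffer with substrate but no TDP2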
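Assay system: Recombinant human TDP2 | Quantity: 120 nM TDP2 per well | Incubation: 2 h at 37 °C | Signal: Epi absorbance | Evaluation: Percent inhibition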
PLC-beta3 inh: PLC-beta3 (human) inhibition, primary screen | inhibition, % at 12.2 µM | Purified PLC-beta3, fluorogenic substrate, fluorescence | 370,000 compounds, 0.18% hits | AID 720704; in the data active = inhibition above about 11%;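 note: 0% = median of compound wells on plate and 100% = full blocker control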
ASAP1 inh: inhibitors of human ASAP1 ArfGAP activity. inhibition, % at 16.5 µM. 360,000 compounds, 0.19% hits. Q9ULH1. ASAP1-stimulated ARF1 GTP hydrolysis, GDP FP detection. AID 624377; in the data active = inhibition above about 25%;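 note: 0% = vehicle with enzyme and substrate and 100% = no enzyme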
Target sequence (Q9ULH1 325-724 limits assumed): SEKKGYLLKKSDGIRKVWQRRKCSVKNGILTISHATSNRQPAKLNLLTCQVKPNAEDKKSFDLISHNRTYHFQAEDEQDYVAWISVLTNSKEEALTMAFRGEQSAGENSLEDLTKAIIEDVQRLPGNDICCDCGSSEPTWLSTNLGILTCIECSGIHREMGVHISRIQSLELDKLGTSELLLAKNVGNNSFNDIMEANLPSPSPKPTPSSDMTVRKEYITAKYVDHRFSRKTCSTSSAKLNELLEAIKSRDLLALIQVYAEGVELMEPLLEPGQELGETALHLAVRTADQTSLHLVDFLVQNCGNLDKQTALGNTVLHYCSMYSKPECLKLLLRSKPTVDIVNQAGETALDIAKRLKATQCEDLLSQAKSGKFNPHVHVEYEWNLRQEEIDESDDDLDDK
DDE Tn6 FP inh: DD(E)-Tn6 binding inhibition, primary FP screen; P02675; Fibrin DD(E) TRITC-Tn6 fluorescence polarization displacement; inhibition, % at 8.3 µM; 370,000 compounds, 0.21% hits; AID 720509;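 active = inhibition above a per-campaign cutoff: mean of compounds within control limits plus 3 SD, cut at about 15% in these data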;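 note: 0% = median of all compound wells on the plate and 100% = blocking peptide control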
ADAM17 inh: ADAM17 inhibition, QFRET primary screen | recombinant ADAM17, EDANS/DABCYL FRET peptide cleavage | inhibition, % at 6.95 µM | 370,000 compounds, 0.83% hits | AID 720648;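 active = inhibition above the mean of compounds lying between control limits plus 3 SD, set per campaign, cut at about 8.5% in these data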;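 note: 0% = DMSO-only wells as the low control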
ADAM10 inh: ADAM10 inhibition, QFRET primary screen; O14672; recombinant ADAM10, EDANS/DABCYL FRET peptide cleavage, 3 h; inhibition, % at 7 µM; 370,000 compounds, 0.62% hits; AID 720582;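 active = inhibition above a per-campaign cutoff equal to the mean of compounds falling between control-based bounds plus 3 SD, cut at about 20% in these data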;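 note: 0% = DMSO wells while the 100% control is not disclosed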
PLCg1 inh: blocks human PLC-gamma1 enzyme activity | 370,000 compounds, 0.84% hits | inhibition, % at 12.2 µM | P19174 | AID 720700 | purified PLC-gamma1, fluorogenic substrate, fluorescence; in the data active = inhibition above about 9.5%
ARFGAP1 inh: inhibitors of rat ARFGAP1 | inhibition, % at 16.5 µM | 360,000 compounds, 0.26% hits | Q62848 | Arfgap1-stimulated ARF1 GTP hydrolysis, GDP FP detection;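 active = inhibition above a per-plate limit, mean inhibition of low control wells plus 3 SD, cut at about 25% in these data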;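 note: 0% = DMSO wells with enzyme and 100% = wells lacking Arfgap1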
Target sequence (Q62848 1-136 limits assumed): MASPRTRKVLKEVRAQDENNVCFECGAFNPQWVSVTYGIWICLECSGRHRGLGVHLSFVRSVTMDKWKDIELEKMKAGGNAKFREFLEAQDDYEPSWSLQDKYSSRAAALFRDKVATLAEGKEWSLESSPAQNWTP
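Material: rat Arfgap1 catalytic domain, aa 1-136; also added: human ARF1(Δ1-17)-GTP substrate; compound dosing: one concentration, 16.5 µM, DMSO 1.26%; incubation: GTP hydrolysis reaction 2 h at 25 °C; measured by: Tracer-displacement fluorescence polarization with EDTA stop, 620/688 nm; evaluation: % inhibition from polarization; repeats: one replicate per compound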
Tn7 DDE FP: disrupts Tn7 cyclic peptide binding to fibrin D-Dimer-E complex | AID 720508 | 370,000 compounds, 0.13% hits | inhibition, % at 8.3 µM | FP displacement of FITC-Tn7 peptide from fibrin DD(E); 0% = median of compound wells per plate;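 active = inhibition above the mean of compounds falling within the control limits plus 3 SD of them, cut at about 14% in these data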;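 note: 0% = plate median of compound wells and 100% = 10 µM Aha-Tn7 peptide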
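Measure: % inhibition scaled between sample-field median and high-control FP; Test system: human fibrin DD(E); Quantity: 2 µM final DD(E) protein; Doses: one dose, 8.3 µM nominal; Schedule: compound with protein 10 min, then 3 h after probe, room temperature; Detection: fluorescence polarization; Medium: Tris buffer with calcium and detergent, pH 7.8.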
Starred values were filed as active, the others as inactive. Outcome played no part in choosing rows. Share with any hit: about 3.6%.

SMILES | SIAE inh | TDP2 inh | PLC-beta3 inh | ASAP1 inh | DDE Tn6 FP inh | ADAM17 inh | ADAM10 inh | PLCg1 inh | ARFGAP1 inh | Tn7 DDE FP
NC(=O)c1cc[n+](CC(=O)NC(=O)Nc2ccccc2)cc1 | -1 | -4 | -126 | -18 | 3 | -64 | -216 | -102 | 7 | -7
O=C(NCCc1ccccc1F)C1C(=O)Nc2ccccc2C(=O)N1C1CCCCC1 (configuration not stated) | 5 | 3 | -4 | -2 | -10 | -7 | -18 | 4 | 8 | -2
CCNc1nc(NCC)n2c(SCc3nc4ccccc4c(=O)[nH]3)nnc2n1 | 2 | 11 | -1 | -6 | 7 | -5 | -7 | -5 | -1 | -2
CC(C)c1ccc(NC(=O)CC2Oc3ccccc3NC2=O)cc1 (configuration not stated) | -2 | 2 | -3 | 6 | -1 | 6 | -3 | 5 | -10 | -3
COc1cccc(-c2cnc3c(NC(C)=O)cc(-c4ccc(C(=O)NC5CC5)cc4)cn23)c1 | -20 | -1 | -98 | 21 | -4 | -10 | -32 | -78 | 9 | -2
CC1C(=O)N(Cc2cn(CCC3OCCO3)nn2)CCS(=O)(=O)N1Cc1ccc(-c2ccc(Cl)c(Cl)c2)cc1 (configuration not stated) | -5 | -8 | 0 | -3 | 5 | 6 | 15 | -2 | 15 | 7
O=C(/C=C/c1ccc(OC2CSC2)cc1)c1ccc(Cl)cc1 | -7 | 11 | 4 | 10 | -12 | -2 | 4 | 2 | 0 | -3
Cc1c(Br)c([N+](=O)[O-])nn1CCCC(=O)N1CCN(c2ccccc2)CC1 | 4 | 1 | 2 | 1 | 1 | -2 | 1 | 2 | -4 | 2
CCN(CC)CCCNC(=O)CNC(=O)c1nn(-c2ccc(OC)c(OC)c2)c(=O)c2ccccc12 | -5 | 1 | -2 | 9 | -7 | 0 | 10 | -1 | 10 | 3
O=C(c1ccccc1)N(c1ccccc1)c1ccccc1O | 2 | 1 | 2 | -4 | -6 | 0 | 2 | 2 | 8 | -7
N#Cc1nc(Cc2cccc3ccccc23)oc1NCCCn1ccnc1 | -2 | -3 | 2 | 3 | -3 | 1 | 11 | 2 | 2 | 2
CCOC(=O)C1(C)CCN1C(=O)c1ccc(OC)c(F)c1 (configuration not stated) | -3 | 6 | -1 | -4 | -11 | -5 | -10 | -1 | -9 | 5
CC(CNC(=O)CCC(=O)N1CCOc2ccc(Cl)cc21)c1ccccc1 (configuration not stated) | -10 | -6 | 3 | -4 | 3 | 0 | -10 | 3 | 18 | -1
CN1C(=O)CC(N2CCN(c3ncccn3)CC2)C1=O (configuration not stated) | 1 | 6 | -2 | -11 | 0 | -5 | -2 | 1 | -3 | 2
CC(C)C[C@H](NC(=O)NCc1ccc(F)cc1)C(=O)O | -3 | -15 | -7 | -1 | 2 | -2 | 3 | 0 | -3 | -2
Cn1nccc1C(=O)OCC(=O)Nc1ccccc1 | -1 | -4 | -4 | 10 | 0 | 1 | -8 | 0 | -3 | -1
COc1ccccc1N1CCN(C(=O)CCc2nnc3ccc(N4CCCC4)nn23)CC1 | -5 | -11 | -4 | 2 | -3 | -4 | 8 | 1 | 4 | -2
CC(C)C(NC(=O)c1ccccc1)C(=O)NCC(c1ccccc1)N(C)C (configuration not stated) | 0 | -11 | 2 | 2 | -6 | 2 | -1 | -1 | -12 | -6
COc1ccccc1NC(=O)c1ccc(Br)o1 | 2 | 0 | 0 | -18 | 0 | -2 | -5 | 1 | -8 | 5
O=c1c2ccccc2ncn1CCc1ccncc1 | 5 | -5 | 1 | 5 | 10 | -4 | -4 | 2 | -6 | 4
CCCCC(=O)NNC(=S)NCc1ccccc1 | 6 | 10 | 2 | 5 | -3 | -3 | 2 | -2 | -4 | 6
Clc1ccccc1-c1ncnc2ccc(Br)cc12 | -2 | -11 | -4 | 2 | -1 | 1 | -5 | 4 | 10 | -2
COc1ccc(OC)c(CN(CCN2CCOCC2)S(=O)(=O)c2ccc(NC(C)=O)cc2)c1 | -2 | -5 | -10 | 6 | -6 | -6 | -6 | -2 | 3 | 2
COC(=O)c1ccc(C(=O)NC2CCCN(Cc3ccc(Cl)cc3)C2)nc1 (configuration not stated) | -10 | 3 | 1 | 5 | 4 | -2 | -5 | 2 | -16 | 6
COc1ccc2cc(C(=O)N3CCOCC3)sc(=O)c2c1OC | 1 | -6 | -2 | -2 | 1 | 1 | -8 | 0 | -1 | 2

(next part)
SMILES | SIAE inh | TDP2 inh | PLC-beta3 inh | ASAP1 inh | DDE Tn6 FP inh | ADAM17 inh | ADAM10 inh | PLCg1 inh | ARFGAP1 inh | Tn7 DDE FP
COc1ccccc1N1C(=O)c2ccccc2NC1C(OC)OC (configuration not stated) | 6 | 15 | -143 | -10 | -1 | -83 | -249 | -98 | 15 | 1
COC(=O)c1cc(NC(=O)COC(=O)C2COc3ccccc3O2)cc(C(=O)OC)c1 (configuration not stated) | -2 | 6 | -7 | -3 | -3 | -3 | -8 | 0 | 0 | 10
CC(=O)Nc1ccc(OCC(O)CN2CCN(c3ccccc3Cl)CC2)cc1 (configuration not stated) | 0 | 5 | 6 | -11 | -2 | -4 | -9 | 9 | 7 | -2
Nc1ncnc2c1ncn2[C@@H]1O[C@H](CNC(=O)[C@H](N)Cc2cscn2)[C@@H](O)[C@H]1O | 8 | 3 | 2 | -8 | -6 | -7 | -14 | 8 | -11 | -1
CC(O)CNCCCOc1cccc(Oc2ccccc2)c1 (configuration not stated) | 0 | 7 | -1 | -1 | 2 | 0 | 1 | 6 | -7 | -3
COc1ccc(CNC(=O)Cn2cnc3c(NCc4ccccc4)ncnc32)cc1 | 1 | -4 | -1 | -2 | 1 | 1 | -2 | 0 | 2 | -5
CCOc1ccc(NC(=O)NC2CC(=O)N(c3ccc(OC)cc3)C2)cc1 (configuration not stated) | 0 | -7 | -11 | 9 | -3 | -11 | -10 | 2 | -3 | 0
COc1ccc(CC(=O)NNC(=O)COc2ccc(C)cc2)cc1S(=O)(=O)N1CCOCC1 | 1 | 2 | -5 | 1 | 5 | -6 | -6 | 2 | -12 | -6
O=C(CSc1nccn(-c2ccc(F)c(Cl)c2)c1=O)NC1CCCC1 | 7 | -7 | -15 | -3 | -1 | -3 | -10 | -6 | 5 | 3
O=C(NC1CCC(O)CC1)c1ccc2c(c1)S(=O)(=O)N=C1CCCCCN12 (configuration not stated) | -3 | 1 | -10 | -1 | 1 | -2 | -10 | -8 | -11 | 8
COc1ccccc1CCn1cnc(-c2ccccc2OC)c1CC(C)C | 9 | -6 | 4 | 10 | 1 | 4 | 6 | 2 | -4 | -4
O=C1CN(C(=O)COC(=O)CCCOc2ccccc2)c2ccccc2N1 | 1 | 1 | -2 | -5 | 2 | -2 | 9 | -2 | 1 | 8
COC(=O)C1=C(C)N(CCCC(=O)O)C(=O)NC1c1ccc(-c2ccccc2)cc1 (configuration not stated) | -2 | 7 | -3 | 11 | 5 | -6 | -8 | -1 | -1 | -1
CC(C)CNC(=S)NNC(=O)c1ccco1 | 5 | 12 | 4 | 0 | 6 | 0 | 7 | 2 | -2 | 2
O=C(CCC1N=C2c3ccccc3N=C(SCc3ccc(Cl)cc3)N2C1=O)NCc1ccco1 (configuration not stated) | -6 | -7 | -10 | -6 | -2 | -16 | -62 | -7 | 2 | -7
COc1ccc(-c2nc(N)n(S(=O)(=O)c3ccc(C)cc3)n2)cc1 | -6 | -4 | -1 | 13 | 10 | 6 | 6 | 0 | 9 | 6
O=C(Cc1cccs1)Nc1cccc(C(=O)Nc2ccc(C(=O)O)cc2)c1 | 4 | 8 | 1 | -1 | 0 | 0 | -1 | -2 | -1 | 7
O=C(O)/C=C/C(=O)Nc1ccccc1C(=O)OCC(=O)c1ccc2c(c1)OCCO2 | 5 | -5 | -118 | -2 | -8 | -10 | -9 | -81 | -3 | -2
CN(Cc1cccs1)C(=O)c1cc(S(=O)(=O)N2CCOCC2)ccc1F | -7 | 4 | 1 | 2 | -6 | -1 | -13 | 4 | 3 | -2
CCCNC(=O)C(=O)c1cccn1-c1ccsc1C(=O)OC | 2 | 2 | 4 | 3 | -1 | 2 | 7 | 6 | 8 | -2

Reformatted with tabs: 12 of the compounds above
molecule	SIAE inh	TDP2 inh	PLC-beta3 inh	ASAP1 inh	DDE Tn6 FP inh	ADAM17 inh	ADAM10 inh	PLCg1 inh	ARFGAP1 inh	Tn7 DDE FP
NC(=O)c1cc[n+](CC(=O)NC(=O)Nc2ccccc2)cc1	-1	-4	-126	-18	3	-64	-216	-102	7	-7
O=C(NCCc1ccccc1F)C1C(=O)Nc2ccccc2C(=O)N1C1CCCCC1 (configuration not stated)	5	3	-4	-2	-10	-7	-18	4	8	-2
CCNc1nc(NCC)n2c(SCc3nc4ccccc4c(=O)[nH]3)nnc2n1	2	11	-1	-6	7	-5	-7	-5	-1	-2
CC(C)c1ccc(NC(=O)CC2Oc3ccccc3NC2=O)cc1 (configuration not stated)	-2	2	-3	6	-1	6	-3	5	-10	-3
COc1cccc(-c2cnc3c(NC(C)=O)cc(-c4ccc(C(=O)NC5CC5)cc4)cn23)c1	-20	-1	-98	21	-4	-10	-32	-78	9	-2
CC1C(=O)N(Cc2cn(CCC3OCCO3)nn2)CCS(=O)(=O)N1Cc1ccc(-c2ccc(Cl)c(Cl)c2)cc1 (configuration not stated)	-5	-8	0	-3	5	6	15	-2	15	7
O=C(/C=C/c1ccc(OC2CSC2)cc1)c1ccc(Cl)cc1	-7	11	4	10	-12	-2	4	2	0	-3
Cc1c(Br)c([N+](=O)[O-])nn1CCCC(=O)N1CCN(c2ccccc2)CC1	4	1	2	1	1	-2	1	2	-4	2
CCN(CC)CCCNC(=O)CNC(=O)c1nn(-c2ccc(OC)c(OC)c2)c(=O)c2ccccc12	-5	1	-2	9	-7	0	10	-1	10	3
O=C(c1ccccc1)N(c1ccccc1)c1ccccc1O	2	1	2	-4	-6	0	2	2	8	-7
N#Cc1nc(Cc2cccc3ccccc23)oc1NCCCn1ccnc1	-2	-3	2	3	-3	1	11	2	2	2
CCOC(=O)C1(C)CCN1C(=O)c1ccc(OC)c(F)c1 (configuration not stated)	-3	6	-1	-4	-11	-5	-10	-1	-9	5

Compound activity deposited in PubChem by The Scripps Research Institute Molecular Screening Center.
